High-throughput results as filed in PubChem BioAssay.
NALP1 yeast inh = NALP1 inflammasome inhibitors in reconstituted yeast, colorimetric, S. cerevisiae, triplicate retest | 280,000 tested, 0.61% active | inhibition, % at 10 µM | S. cerevisiae NALP1/ASC/caspase-1 growth, X-gal OD620, 72 h | AID 2071, 2009; in the data active means inhibition mostly above about 24%, no sharp cut-off; inactive means mostly below about 32%; further: some compounds called inactive have numbers as strong as hits
GPR7 antagonist = GPR7 receptor antagonists, primary screen, cell-based, fluorescence, single concentration; inhibition, % at 4.4 µM; 290,000 tested, 1.1% active; GPR7-expressing cells, fluorescence antagonist assay; in the data active means inhibition above about 16%, passing the limit was not always enough;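 further: cells stimulated with the agonist NPW; 0% = agonist with vehicle and 100% = vehicle without agonist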
Target sequence (P48145 whole entry, looked up): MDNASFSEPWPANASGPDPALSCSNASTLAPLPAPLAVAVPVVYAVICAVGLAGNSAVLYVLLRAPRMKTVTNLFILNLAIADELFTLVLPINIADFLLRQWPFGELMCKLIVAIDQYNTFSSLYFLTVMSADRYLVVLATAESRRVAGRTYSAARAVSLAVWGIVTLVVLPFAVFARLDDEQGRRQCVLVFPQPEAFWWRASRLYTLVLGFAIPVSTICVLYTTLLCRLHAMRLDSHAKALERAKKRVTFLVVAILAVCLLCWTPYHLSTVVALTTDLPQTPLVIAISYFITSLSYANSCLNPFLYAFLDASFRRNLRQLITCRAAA
OXTR ag = human OXTR agonists, primary screen, fluorescence, CHO-OTR cells, Fluo-8 calcium; Oxytocin receptor (Homo sapiens), P30559; 320,000 tested, 0.32% active; Fluo-8 calcium fluorescence; normalized: DMSO 0%, oxytocin 100%; activation, % at 3 µM;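 active means activation above the mean of all tested compounds plus 3 SD, cutoff set per screening run, cut at about 20% in these data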;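 further: peak over basal fluorescence ratio from a 100 s FLIPR kinetic read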
Target sequence (P30559 whole entry, looked up): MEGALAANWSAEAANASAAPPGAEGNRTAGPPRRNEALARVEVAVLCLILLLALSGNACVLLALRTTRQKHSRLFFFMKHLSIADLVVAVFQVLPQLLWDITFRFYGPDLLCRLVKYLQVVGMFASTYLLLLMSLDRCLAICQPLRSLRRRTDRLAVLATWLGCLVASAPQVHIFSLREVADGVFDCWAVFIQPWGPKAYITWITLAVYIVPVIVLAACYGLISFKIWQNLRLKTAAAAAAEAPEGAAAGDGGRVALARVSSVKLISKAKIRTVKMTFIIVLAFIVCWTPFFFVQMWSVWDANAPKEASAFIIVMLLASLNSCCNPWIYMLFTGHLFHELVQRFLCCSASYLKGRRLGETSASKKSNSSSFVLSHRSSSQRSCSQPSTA
MEKK2 mut-MEK5 = MEK5 binding signal on mutant MEKK2 PB1, primary screen, biochemical, multiplex bead flow cytometry, Alexa488-MEK5; Alexa488-MEK5 binding to MEKK2 mutant; percent response, % at 10 µM; 290,000 tested, 0.35% active; AID 1530, 2009; in the data active means percent response above about 24%, passing the limit was not always enough; further: inactives centre near 1; some results filed as inactive read as strong as hits
MEKK2wt PB1 HTS = modulators of MEK5 binding to wildtype MEKK2, primary screen, biochemical, multiplex bead flow cytometry, Alexa488-MEK5; 290,000 tested, 1.1% active; Mitogen-activated protein kinase kinase kinase 2 (Homo sapiens), Q9Y2U5; binding response (% of control), % at 10 µM; Alexa488-MEK5 binding to MEKK2 WT; actives lie on both sides; AID 1531, 2009; in the data active means binding response below about 67% or above about 130%
V1aR counter = agonists of human V1a receptor, primary screen, counter-screen for OXTR agonist project, fluorescence, CHO-V1R cells. AID 2797, 2010. 320,000 tested, 0.25% active. activation, % at 3 µM. Fluo-8 calcium fluorescence, agonist mode; 0% DMSO, 100% 3 nM vasopressin. Vasopressin V1a receptor (Homo sapiens), P37288;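 active means activation above the mean activation of all tested compounds plus 3 SD, per screening run, cut at about 20% in these data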;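 further: signal is peak over basal fluorescence ratio across a 100 second FLIPR read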
GalR3 antag = GalR3 antagonists in HEK293 cells, primary screen, cell-based, fluorescence readout | inhibition, % at 3 µM | 360,000 tested, 0.44% active | Galanin receptor type 3 (Homo sapiens), O60755 | HEK293 GalR3-CNG cAMP membrane potential fluorescence; galR3 body fused to GalR1 C-terminus | AID 651719, 2012;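 active means inhibition above the screen-wide average plus 3 SD, cut at about 13% in these data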;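 further: forskolin and galanin both at EC90 stimulate the cells; cAMP rise reported by CNG channel membrane potential dye signal; 0% = forskolin plus galanin with DMSO and 100% = forskolin alone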
Target sequence (O60755 1-299 limits assumed): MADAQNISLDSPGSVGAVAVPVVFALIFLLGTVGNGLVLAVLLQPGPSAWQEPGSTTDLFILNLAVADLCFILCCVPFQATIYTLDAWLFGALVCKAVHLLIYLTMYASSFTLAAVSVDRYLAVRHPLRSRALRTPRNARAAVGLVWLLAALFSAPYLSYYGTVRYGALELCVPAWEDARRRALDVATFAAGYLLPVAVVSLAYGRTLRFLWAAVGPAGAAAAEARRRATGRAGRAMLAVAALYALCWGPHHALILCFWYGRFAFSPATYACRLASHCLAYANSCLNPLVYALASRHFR
OXTR potentiate = human OXTR potentiators, primary screen, fluorescence, CHO-OTR cells, Fluo-8 calcium; Oxytocin receptor (Homo sapiens), P30559; Fluo-8 calcium fluorescence, potentiator mode; 0% = oxytocin EC15, 100% = EC100; activation, % at 3 µM; 320,000 tested, 0.061% active; AID 2445, 2010;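 active means activation above that plate's cutoff, the mean activation of tested compounds plus 3 SD, cut at about 6.6% in these data, passing the limit was not always enough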;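 further: 100% uses oxytocin at 75 nM as the full agonist control; some results filed as inactive read as strong as hits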
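System: human OTR in CHO cells / Also added: sub-maximal oxytocin, roughly EC15 / Control set: EC15 oxytocin low, 75 nM oxytocin high / Schedule: 6 min compound pre-incubation at room temperature, 100 s kinetic read / Compound: single-point 3.0 µM / Replication: singlicate / Technique: Fluo-8 calcium dye fluorescence / Read-out basis: % activation of max/min ratio relative to oxytocin controls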
PfM18AAP inh = PfM18AAP inhibitors, malaria aminopeptidase, primary screen, biochemical, QFRET, recombinant enzyme; M18 aspartyl aminopeptidase (Plasmodium falciparum 3D7); H-Glu-NHMec fluorogenic cleavage; inhibition, % at 7.35 µM; 290,000 tested, 1.2% active; AID 1822, 2009;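 active means inhibition above the campaign mean inhibition over all tested compounds plus 3 SD, cut at about 28% in these data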;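 further: 0% = plate median of test compound wells and 100% = 2 mM ZnCl2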
Starred values were filed as active, the others as inactive; . = not tested or not shown.

SMILES	NALP1 yeast inh	GPR7 antagonist	OXTR ag	MEKK2 mut-MEK5	MEKK2wt PB1 HTS	V1aR counter	GalR3 antag	OXTR potentiate	PfM18AAP inh
Cc1ccc(OCC(=O)NC(=S)Nc2cccc(NC(=O)c3ccc(Cl)cc3Cl)c2)cc1	25	1	-1.9	8	121	0.3	-10	-7	2
O=C1CCN(Cc2ccccc2)C=C1c1ccc(Cl)cc1	.	.	5.9	.	.	6.7	-5	-2	.
COc1ccc(CCNC(=O)C2CC=CCC2C(=O)O)cc1 (stereo unspecified)	10	-20	0.5	-2	101	0.0	-2	-8	-16
CCCNC(=O)c1ccccc1NC(=O)Nc1ccccc1C	13	-5	-0.9	7	110	-0.1	0	-7	-7
Cc1nc(C(=O)NC2CCCCC2)sc1C1(C)CC(c2cccnc2)=NO1 (stereo unspecified)	.	.	4.0	2	98	2.4	.	4	.
C[N+]1(CCOS(=O)C23CC4CC(CC(C4)C2)C3)CCOCC1 (stereo unspecified)	12	-5	-0.4	1	102	1.5	-2	-14	0
Cc1ccc(OCCNC(=O)/C=C/c2ccccc2)cc1C	22	3	-1.9	-1	101	-1.2	0	3	-2
CC(=O)Nc1ccc(C)c(NC(=S)Nc2ccc(F)cc2)c1	22	-5	-0.6	-22	74	1.6	-6	3	-9
O=[N+]([O-])c1cccc(-c2cc3ccccc3[nH]2)c1	-3	-6	-1.4	3	105	1.5	-7	-4	5
COc1ccc(-n2cccc2/C=C2/NC(=O)N(c3cccc(Cl)c3)C2=O)cc1	39	0	-1.4	0	105	-1.0	-6	-7	-3
COc1cc(/C=N\NC(=O)c2ccccc2F)ccc1Oc1ccc([N+](=O)[O-])cn1	13	8	0.6	-5	91	0.1	2	-8	-9
CC(C)(C)C(=O)Nc1ccc(C(=O)N/N=C/c2ccccc2OC(=O)c2ccc(Cl)cc2Cl)cc1	-7	-7	0.0	9	101	-0.5	-2	-2	2
O=C(NOC(=O)c1cc(Br)ccc1Cl)c1cccs1	-2	-11	0.3	6	113	0.6	-3	-10	7
COc1cccc(OC)c1C(=O)OCC(=O)N(C)c1ccccc1	14	-9	-0.1	0	104	-0.5	-9	-3	2
COc1ccccc1C(=O)NC(C)C(c1cccs1)N1CCN(C)CC1 (stereo unspecified)	-72	0	0.4	0	96	1.1	-8	0	0
O=C(N/N=C/c1cc(Br)c(Br)o1)c1cc2ccccc2o1	14	8	2.8	-3	93	5.8	-2	-8	8
COc1ccc(NC(=O)CN2CCN(CC(=O)Nc3ccccc3Cl)CC2)c(OC)c1	1	-9	-1.7	3	102	-0.3	-7	-2	-6
Nc1c(C(=O)NCc2ccco2)c2nc3ccccc3nc2n1CCc1ccccc1F	11	5	2.5	-2	106	1.7	-6	-9	15
CN(Cc1nc2ccccc2c(=O)[nH]1)Cc1cc(=O)oc2ccc3ccccc3c12	9	-19	0.1	-8	97	1.0	-6	-2	3
CCC(C)NS(=O)(=O)c1ccc(NC(=O)Cc2ccc(OC)cc2)cc1 (stereo unspecified)	6	-9	17	-3	101	14	-5	-8	-6
CCC(C)(C)NC(=O)C1CC(=O)N(CCc2ccc(F)cc2)C1 (stereo unspecified)	9	-6	-1.6	13	105	-0.2	-9	-10	1
CC(=O)Oc1c(C(=O)c2nnc(C)o2)c(=O)n(Cc2ccccc2)c2ccccc12	16	1	-1.2	0	102	1.3	1	1	2
O=[N+]([O-])c1ccc(C2CCCC/C2=N/O)c([N+](=O)[O-])c1 (stereo unspecified)	13	3	-0.4	8	105	0.9	-12	-6	-10
Cc1c(-c2nc3ccccc3[nH]2)cnn1C	.	.	-0.9	.	.	0.7	-2	-5	.
CC1CCN(S(=O)(=O)N2CCCC(C(=O)NCc3ccccc3Cl)C2)CC1 (stereo unspecified)	10	-11	-2.9	7	101	-1.4	-7	-20	6
CCOc1ccccc1N1CC(C(=O)Nc2ccccc2N2CCOCC2)CC1=O (stereo unspecified)	-19	-4	0.0	0	104	-0.3	-5	-15	-1
O=C(Nc1ccc(Cl)cn1)c1ccc(COCC(F)(F)C(F)F)o1	39	-13	-1.4	9	104	-1.2	-2	2	1
CCN1CCC2(CC1)N=C(c1ccc(F)cc1)C(=S)N2C(=O)c1ccc(C(C)(C)C)cc1	9	10	3.3	10	103	4.9	-6	-5	14
CCOC(=O)C1=C(C)N(C)C(C)=C(C(=O)OCC)C1c1cccnc1	21	-6	-1.4	0	103	-1.4	-4	-8	2
CCn1c(O)c(N=NC(=O)Cc2csc(N3CCOCC3)n2)c2ccccc21	-3	-4	0.2	-5	100	7.8	-1	-3	-3
O=C(COc1ccccc1F)NNC(=O)c1ccc2c(=O)n3c(nc2c1)CCC3	.	.	0.5	.	.	0.2	-3	-4	.
CCOC(=O)C1=C(C)NC(C)=C(C(=O)OCC)C1c1ccco1	-20	9	-1.7	4	103	-0.9	-4	-2	6
Cc1c(C(=O)Nc2ccc(S(=O)(=O)Nc3ncccn3)cc2)oc2ccc(Cl)cc12	-1	-18	0.2	6	101	-0.4	0	1	0
COc1ccc(N2CCN(C(=O)CN3C(=O)NC(C)(C4CC4)C3=O)CC2)cc1 (stereo unspecified)	.	.	1.3	.	.	0.4	-1	-4	.
Cc1ccc(C2CC(=O)C(C=NCCN3CCN(C(=S)Nc4ccccc4)CC3)=C(O)C2)cc1 (stereo unspecified)	1	-1	4.2	7	110	4.7	-6	-6	2
CC(=O)COc1ccc2c3c(c(=O)oc2c1C)CCCCC3	2	-10	9.5	11	107	6.8	0	-13	2
CN(C)S(=O)(=O)c1cccc(C(=O)NC(=S)N(CCC#N)Cc2cccnc2)c1	2	-25	-0.3	2	103	1.5	-2	-16	-2
COCCCN1CC23C=CC(O2)C(C(=O)O)C3C1=O (stereo unspecified)	-4	-11	0.5	1	102	0.8	2	-4	3
CC(C)C(NC(=O)c1ccc(C(C)(C)C)cc1)C(=O)NCC(c1ccccc1)N(C)C (stereo unspecified)	-4	22*	-0.1	-13	97	-0.5	-6	0	13
COc1ccc2[nH]c(C)cc(=O)c2c1	-18	-15	0.0	0	95	-0.8	2	-6	0

One compound at a time (already shown). Values in the order: NALP1 yeast inh, GPR7 antagonist, OXTR ag, MEKK2 mut-MEK5, MEKK2wt PB1 HTS, V1aR counter, GalR3 antag, OXTR potentiate, PfM18AAP inh
`CN(C)S(=O)(=O)c1cccc(C(=O)NC(=S)N(CCC#N)Cc2cccnc2)c1` across the screens: 2, -25, -0.3, 2, 103, 1.5, -2, -16, -2
`CC(C)C(NC(=O)c1ccc(C(C)(C)C)cc1)C(=O)NCC(c1ccccc1)N(C)C` (stereo unspecified) across the screens: -4, 22*, -0.1, -13, 97, -0.5, -6, 0, 13
`COc1ccc(N2CCN(C(=O)CN3C(=O)NC(C)(C4CC4)C3=O)CC2)cc1` (stereo unspecified) across the screens: ., ., 1.3, ., ., 0.4, -1, -4, .
`O=C(COc1ccccc1F)NNC(=O)c1ccc2c(=O)n3c(nc2c1)CCC3` across the screens: ., ., 0.5, ., ., 0.2, -3, -4, .

Continuation.
SMILES	NALP1 yeast inh	GPR7 antagonist	OXTR ag	MEKK2 mut-MEK5	MEKK2wt PB1 HTS	V1aR counter	GalR3 antag	OXTR potentiate	PfM18AAP inh
Cc1ccc(S(=O)(=O)N2CCN(C(=O)C(Cc3ccccc3)NC(=O)c3ccccc3)CC2)cc1 (stereo unspecified)	.	.	-1.4	.	.	3.2	-4	-5	.
CC(=O)N[C@@H](C)c1nc2ccccc2n1CCNC(=O)[C@H]1CCCN1c1nc(CN2CCCCC2)cs1	14	4	-0.8	-2	108	0.7	.	-2	8
CCN(CC)S(=O)(=O)c1ccc(Cl)c(OC)c1	18	0	2.7	-3	96	0.2	-3	-5	-2
CCOCc1nc(C)c(Cl)c(NS(=O)(=O)c2ccc(N)cc2)n1	20	8	1.5	0	98	0.0	-1	-15	-2
O=C(CSc1nnc2c(n1)[nH]c1ccccc12)N1CCCCC1	8	19	-0.1	-1	105	0.0	0	1	6
CNC(=O)CSCCn1c(SCC(=O)NC)nc2ccccc2c1=O	10	-1	-0.1	1	100	-0.4	-3	-10	1
S=C(Nc1ccc2c(c1)OCO2)Nc1ccccc1Cl	27	-4	1.9	-22	86	0.6	-2	7	0
CC(C)(C)SCCNC(=O)c1ccc(Cl)c([N+](=O)[O-])c1	33	-4	-0.3	-3	97	1.8	-2	-4	1
COc1ccccc1CN1CC(C(=O)NC2CCOCC2)CCC1=O (stereo unspecified)	16	-6	0.9	2	106	2.4	-1	-6	-6
N#C/C(=C\c1ccc(F)cc1)c1n[nH]c(Cn2cncn2)n1	3	-3	0.0	6	108	-0.4	1	-6	13
CC(C)CCOc1ccc(C2CC(=O)N(C)C2=O)cc1 (stereo unspecified)	-3	0	-0.9	-5	100	0.2	3	-10	-8
Cc1cc(C)n2cc(COc3ccccc3)nc2n1	18	-7	0.0	0	104	0.0	-1	1	0
CC(C)c1cc(NCC2CCCO2)n2c(nc3ccccc32)c1C#N (stereo unspecified)	20	-18	0.0	-2	94	-1.1	-4	-5	3
CCOc1ccc(C(=O)NCC(=O)OCCCOC(=O)CNC(=O)c2ccc(OCC)cc2)cc1	5	-13	-1.2	7	106	3.1	-1	4	-5
COc1c(C)cc(Br)cc1C(=O)NC(=S)NCc1ccco1	-5	-18	0.6	3	99	1.9	1	-7	8
CCc1cc(C(=O)c2ccccc2OC)c(N)s1	5	-9	-1.6	9	108	0.1	-4	-5	13
O=C(COc1cc2oc(=O)c3c(c2cc1Cl)CCC3)NCC(O)c1ccccc1 (stereo unspecified)	7	-5	0.7	1	96	1.4	-9	-7	-6
Cc1cc(S(=O)(=O)NCCCN2CCOCC2)c(Cl)cc1Cl	16	1	0.8	-4	99	-0.1	-8	-2	-2
Clc1ccc(/C=N/Nc2ncnc3nc[nH]c23)cc1	.	-18	-0.4	-10	107	0.7	-5	-2	0
CCCCn1c(SCN2C(=O)c3ccccc3C2=O)nc2cc(S(N)(=O)=O)ccc21	-11	-17	.	2	99	.	-2	.	3
COC(=O)c1ccc(OCCOc2ccccc2C)cc1	7	-8	-0.5	5	101	1.1	-5	0	4
O=C(CN(Cc1ccccc1)C(=O)CCC(=O)Nc1nccs1)NCc1ccc(F)cc1	18	7	0.0	-1	100	1.3	-9	-8	-3
CSc1nc2ccccc2n1CC(=O)Nc1cc(C(F)(F)F)ccc1N1CCOCC1	8	36*	1.9	6	101	0.8	-6	3	6
CCCCC(CCC(=O)Nc1cc([N+](=O)[O-])ccc1O)C(=O)O (stereo unspecified)	0	-12	0.1	-1	95	0.8	-6	-4	-3
Cc1cc2oc(C(=O)NCc3ccncc3)c(C)c2cc1C	18	-1	-0.8	13	109	2.9	3	-7	4
